FXIa mix inh = FXIa protease inhibitors in compound pools, primary screen, biochemical, 10-compound mixtures | Coagulation factor XI (Homo sapiens), P03951 | purified FXIa, fluorogenic substrate, pooled mixtures | inhibition, % at 5 µM | 62,000 compounds, 0.19% hits;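 further: each value is inhibition by a whole ten-compound pool holding the compound; 0% = enzyme with no mixture and 100% = wells lacking enzyme; strong numbers were not always called active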
C1s inh = complement C1s protease inhibitors, primary screen, biochemical, 10-compound mixtures. purified C1s, fluorogenic AMC substrate, pooled mixtures. mean inhibition % of two 10-compound mixtures (hits give high values), % at 5 µM (by protocol). 62,000 compounds, 0.16% hits. AID 538, 2006;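 active means inhibition above 20% in each of the two 10-compound mixture wells holding the compound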;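 further: 0% = enzyme wells lacking compound mixture and 100% = no-enzyme blank wells; some compounds called inactive have numbers as strong as hits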
CatL inh = inhibitors of human cathepsin L, biochemical. purified cathepsin L, fluorogenic substrate, fluorescence. 58,000 compounds, 0.17% hits. AID 460, 2006. Procathepsin L (Homo sapiens), P07711. inhibition, %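 (tested at 10 µM)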; in the data active means inhibition above about 45%;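 further: 0% = enzyme with no compound and 100% = no enzyme blank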
Target sequence (P07711 114-288 limits assumed): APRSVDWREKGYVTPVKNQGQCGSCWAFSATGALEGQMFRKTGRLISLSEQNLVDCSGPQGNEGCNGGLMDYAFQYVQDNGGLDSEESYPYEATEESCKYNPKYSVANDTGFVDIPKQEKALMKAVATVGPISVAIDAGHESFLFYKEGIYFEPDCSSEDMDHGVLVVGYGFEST
Target sequence (P07711 292-333 limits assumed): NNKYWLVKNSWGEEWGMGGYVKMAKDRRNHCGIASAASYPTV
5HT1a ag = human 5-HT1a receptor agonists, primary screen, cell-based, CHO, Ga15 NFAT-bla reporter; 65,000 compounds, 0.56% hits; 5-hydroxytryptamine receptor 1A (Homo sapiens), P08908; activation, % at 10 µM; CHO 5-HT1a Ga15 NFAT-bla reporter, FRET ratio; 0% basal, 100% maximal reference agonist; AID 567, 2006;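 active means activation above the screen-wide mean activation plus 3 SD, cut at about 19% in these data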;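 further: 0% = DMSO wells and 100% = 5-CT at EC100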
Cdc25B block = inhibitors of Cdc25B phosphatase catalytic domain, primary screen, biochemical, OMFP fluorescence. M-phase inducer phosphatase 2 (Homo sapiens), P30305. recombinant Cdc25B, OMFP fluorescence Ex485/Em525. inhibition, %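 (compounds tested at 10 µM final in the well)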. 65,000 compounds, 0.1% hits; in the data active means inhibition above about 50%
Hsp90 block = tumor Hsp90 inhibitors, primary screen, cell lysate, fluorescence polarization, NCI-N417 lysate. Cy3B-geldanamycin FP displacement. Heat shock protein HSP 90-alpha (Homo sapiens), P07900. inhibition, % at 30 µM. 64,000 compounds, 0.35% hits. AID 429, 2006;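 active means inhibition above 50%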;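 further: 0% = tracer plus lysate wells and 100% = tracer alone without lysate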
FXIIa inh mix = human factor XIIa inhibitors, primary screen, biochemical, pooled compound mixtures, fluorogenic substrate. Coagulation factor XII (Homo sapiens), P00748. purified FXIIa. inhibition, % at 5 µM. 62,000 compounds, 0.2% hits. AID 684, 2007;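 further: 0% = enzyme without compound and 100% = no enzyme blank; some results filed as inactive read as strong as hits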
Cathepsin G inh = human cathepsin G inhibitors, primary screen, biochemical, pooled compound mixtures, AMC fluorescence. P08311. AID 581, 2007. inhibition, % at 5 µM (by protocol). purified enzyme, AMC-tetrapeptide fluorescence. 62,000 compounds, 0.2% hits;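 active means inhibition above 20% in each of the two mixture wells holding the compound; inactive means inhibition of 20% or less in either well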;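 further: 0% = enzyme control without mixture and 100% = blank lacking enzyme; strong numbers were not always called active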
Target sequence (P08311 21-244 limits assumed): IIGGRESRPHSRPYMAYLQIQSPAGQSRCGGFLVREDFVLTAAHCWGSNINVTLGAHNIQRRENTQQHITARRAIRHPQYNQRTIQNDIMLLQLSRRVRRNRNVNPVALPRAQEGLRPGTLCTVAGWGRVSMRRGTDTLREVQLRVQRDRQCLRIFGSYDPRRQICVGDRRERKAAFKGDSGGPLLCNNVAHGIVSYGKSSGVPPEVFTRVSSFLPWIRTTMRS
DUSP1 inh = MKP-1 phosphatase inhibitors, primary screen, biochemical, in vitro; AID 374, 2006; inhibition, %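 (compounds tested at a single concentration somewhere between 10 and 100 µM)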; recombinant MKP-1, OMFP hydrolysis fluorescence; 65,000 compounds, 0.15% hits;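 active means inhibition above about 50%, limit read from the data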;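 further: 0% = DMSO max control wells and 100% = wells with enzyme stopped by NaOH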
Target sequence (P28562 whole entry, looked up): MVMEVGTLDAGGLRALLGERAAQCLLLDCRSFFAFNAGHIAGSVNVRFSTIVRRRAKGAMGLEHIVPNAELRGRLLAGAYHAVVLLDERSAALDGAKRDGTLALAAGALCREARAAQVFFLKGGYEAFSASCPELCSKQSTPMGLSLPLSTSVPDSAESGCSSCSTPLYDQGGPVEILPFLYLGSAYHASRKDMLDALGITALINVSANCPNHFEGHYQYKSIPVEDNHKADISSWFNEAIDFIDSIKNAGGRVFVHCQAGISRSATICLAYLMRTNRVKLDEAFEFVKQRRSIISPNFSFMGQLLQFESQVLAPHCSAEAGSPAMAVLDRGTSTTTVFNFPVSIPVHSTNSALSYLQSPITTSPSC
The depositor's hits bear a star; x = not tested or not shown. Unless noted, no stated cut-off is given here; in the data, active means inhibition above about 20% (passing the limit was not always enough); inactive means the rest.

SMILES	FXIa mix inh	C1s inh	CatL inh	5HT1a ag	Cdc25B block	Hsp90 block	FXIIa inh mix	Cathepsin G inh	DUSP1 inh
COc1cc(=O)n2c(-c3ccccc3)csc2n1	x	x	9	-0.8	-1	-7	x	x	-18
O=C(OCn1nnc2ccccc2c1=O)C1CCCCC1	-3	-11	x	-1.4	-11	-2	11	-5	24
CCc1ccccc1N(CC(=O)NCCSCc1ccco1)S(C)(=O)=O	-10	-5	x	-1.3	-5	3	-1	19	0
N#Cc1cccc2cnccc12	-5	2	-10	-0.7	6	3	4	8	4
COc1cccc(-c2nn3c(-c4cccc(C)c4)nnc3s2)c1	-4	-82	12	1.3	7	-2	-14	4	25
Cc1ccc(Nc2nc(CSc3nnc(-c4cccs4)o3)cs2)cc1	12	21	3	-3.3	-5	-3	7	18	4
COC(=O)\C(C(C)=O)=C(/C=C/C=C/N(C)C)N(C)C	13	2	17	-4.2	-12	-6	5	5	11
Cc1ccc2c(CC(=O)NCc3ccco3)coc2c1C	-4	-28	5	-1.2	2	0	-1	9	-10
CC(=O)c1cccc(NC(=O)Nc2cnn(Cc3ccc(F)cc3)c2)c1	10	4	10	-2.8	-9	2	4	6	16
Cc1cc(-c2ccccc2)c(C#N)c(N)n1	2	-10	-28	x	-11	-3	6	-4	-3
Cn1c(=O)c2c(SCC(=O)NCc3ccco3)nc(CC(C)(C)C)nc2n(C)c1=O	5	13	7	0.7	-6	-4	5	10	9
COc1ccc(CNC(=O)c2cc(-c3ccc(OC)c(OC)c3)on2)cc1	10	22*	-4	0.5	-5	1	0	32*	10
COc1ccc(OC)c(C(c2nnnn2Cc2ccccc2)N2CCN(C)CC2)c1 (configuration not stated)	4	7	-15	-4.1	-2	-1	5	6	-21
CCCC(=O)Nc1ccc2oc(-c3cccnc3)nc2c1	-18	-54	-12	-3.0	-7	-3	-4	-21	3
COC(=O)c1ccc(/C=N/n2cnnc2)cc1	1	-16	20	-1.6	-8	1	13	-7	3
O=C(c1ccco1)N1CCC(c2ccccc2)C1 (configuration not stated)	5	12	23	0.1	-10	-1	-6	7	-1
O=c1n(Cc2ccc(Cl)cc2)c2sc3c(c2c2ncnn12)CCCC3	-1	-34	32	4.9	-6	0	11	7	18
O=C(NCc1ccncc1)c1ccc(Br)cc1	3	54	19	1.3	-3	-5	2	10	-1
O=S(=O)(c1ccc2nc(Cc3cccc(C(F)(F)F)c3)[nH]c2c1)N1CCOCC1	-1	3	10	1.7	3	-4	5	9	5
Cc1cc(C)n(-c2ncnc3sc4c(c23)CC(C)CC4)n1 (configuration not stated)	5	8	-2	-0.3	-7	-1	-15	7	4
O=C(Nc1cccc(C(F)(F)F)c1)c1ccco1	7	-17	9	-1.1	-1	1	-12	12	3
NC(Cc1cccc2nsnc12)C(=O)O (configuration not stated)	1	-33	-4	-1.7	-1	-1	-1	10	-8
O=C(C1CCCN(S(=O)(=O)Cc2ccccc2)C1)N1CCCCC1 (configuration not stated)	3	6	14	-2.9	-5	-2	3	9	-3
O=C(Cn1cnc2ccccc2c1=O)OCCCCN1C(=O)c2ccccc2C1=O	4	15	8	-0.9	-14	-4	2	11	8
CC(=O)Nc1nonc1-c1nc2ccccc2n1CCC(C)C	5	0	-7	-1.9	-2	-2	10	10	2
Cn1c2ccccc2c2ncn(CCN3CCOCC3)c(=O)c21	7	12	-11	0.7	5	-6	4	8	-11
O=C(NCc1n[nH]c(=S)n1-c1ccccc1)c1ccc(S(=O)(=O)N2CCOCC2)cc1	-5	-19	11	-2.1	0	1	7	2	3
Cc1cc(C(=O)N2CCN(C/C=C/c3ccccc3)CC2)no1	1	-32	27	0.9	-2	-6	10	0	-3
COc1ccc(C(=O)c2ccc(N3CCOCC3)cc2)c(OC)c1	x	x	-5	0.7	-20	-6	x	x	-13
CC(CNCc1ccc2c(c1)OCO2)NCc1ccc2c(c1)OCO2 (configuration not stated)	4	-3	x	-1.6	-10	-3	1	2	-5
COc1ccc(-c2nnc(SCC(=O)NCc3ccco3)n2C)cc1	7	0	6	-2.0	-36	-4	10	-3	26
c1ccc2c(c1)nc(NCC1CCCO1)c1nnnn12 (configuration not stated)	3	15	x	-3.9	-2	2	3	12	4
N#Cc1c(NC(=O)CSc2nc(-c3ccco3)cc(C(F)(F)F)n2)sc2c1CCCC2	6	5	x	-1.6	4	-17	9	2	-4
COc1ccc(C(=O)CSc2nnc(CNc3ccc(C)cc3C)o2)cc1	-2	-16	8	1.1	5	2	12	6	-4
Cc1nnc(C)n1/N=C/c1cc(Br)cc(Br)c1O	13	-31	-11	-2.1	0	4	27	0	-8
COC(=O)c1oc2ccc(OC)cc2c1N	4	-3	6	-3.1	2	2	14	5	3
COc1ccc(OC)c2sc(NC(=O)C(C)C)nc12	8	14	x	-1.9	0	1	12	10	4
CCOC(=O)C1C(=O)C=C(C)C(C(=O)OCC)C1c1ccc(OC)cc1 (configuration not stated)	8	20	9	-1.3	-4	-5	5	10	-19
COC(=O)CCNc1ccc2c(c1)OCCO2	-2	-10	31	-3.2	0	3	-1	-10	20
CC(=O)c1ccc(OCCCC(=O)n2nnc3ccccc32)cc1	0	-3	2	-1.6	-15	-2	3	3	23
NC(=O)C1(N2CCCCC2)CCN(Cc2nc3ccccc3c(=O)[nH]2)CC1	7	16	5	-2.7	-11	-2	12	10	0
CC1Cc2ccccc2N1S(=O)(=O)c1cccc2nsnc12 (configuration not stated)	13	17	-4	-0.3	-8	-27	-14	29	-10
CC(C)CCn1c(Br)nc2c1c(=O)n(CC(N)=O)c(=O)n2C	6	16	-6	0.3	2	-1	-4	9	17
CC(=O)Oc1ccc(NC(=O)CSc2ccccc2)cc1	-2	-3	2	-0.1	-6	-1	1	7	5
O=S1(=O)C=C(Sc2nc3ccccc3s2)c2ccccc21	5	-4	15	-3.8	0	-2	0	0	10

Random excerpt: 6 compounds from above, in no set order.
SMILES	FXIa mix inh	C1s inh	CatL inh	5HT1a ag	Cdc25B block	Hsp90 block	FXIIa inh mix	Cathepsin G inh	DUSP1 inh
c1ccc2c(c1)nc(NCC1CCCO1)c1nnnn12 (configuration not stated)	3	15	x	-3.9	-2	2	3	12	4
CC(=O)c1ccc(OCCCC(=O)n2nnc3ccccc32)cc1	0	-3	2	-1.6	-15	-2	3	3	23
CCOC(=O)C1C(=O)C=C(C)C(C(=O)OCC)C1c1ccc(OC)cc1 (configuration not stated)	8	20	9	-1.3	-4	-5	5	10	-19
NC(=O)C1(N2CCCCC2)CCN(Cc2nc3ccccc3c(=O)[nH]2)CC1	7	16	5	-2.7	-11	-2	12	10	0
COc1ccc(OC)c2sc(NC(=O)C(C)C)nc12	8	14	x	-1.9	0	1	12	10	4
COc1ccc(-c2nnc(SCC(=O)NCc3ccco3)n2C)cc1	7	0	6	-2.0	-36	-4	10	-3	26

A second format for four compounds above:
Results follow in this order: FXIa mix inh | C1s inh | CatL inh | 5HT1a ag | Cdc25B block | Hsp90 block | FXIIa inh mix | Cathepsin G inh | DUSP1 inh
- CCOC(=O)C1C(=O)C=C(C)C(C(=O)OCC)C1c1ccc(OC)cc1 (configuration not stated)
→ 8 | 20 | 9 | -1.3 | -4 | -5 | 5 | 10 | -19
- COC(=O)CCNc1ccc2c(c1)OCCO2
→ -2 | -10 | 31 | -3.2 | 0 | 3 | -1 | -10 | 20
- CC(=O)c1ccc(OCCCC(=O)n2nnc3ccccc32)cc1
→ 0 | -3 | 2 | -1.6 | -15 | -2 | 3 | 3 | 23
- NC(=O)C1(N2CCCCC2)CCN(Cc2nc3ccccc3c(=O)[nH]2)CC1
→ 7 | 16 | 5 | -2.7 | -11 | -2 | 12 | 10 | 0

Following part
SMILES	FXIa mix inh	C1s inh	CatL inh	5HT1a ag	Cdc25B block	Hsp90 block	FXIIa inh mix	Cathepsin G inh	DUSP1 inh
Cn1cnnc1SCNC(=O)C(F)(F)F	-3	-7	9	-3.0	-5	2	-14	-3	-2
O=C(c1noc2c1CCCC2)N1CCN(C(c2ccccc2)c2ccccc2)CC1	-2	2	7	-4.2	1	-5	-1	6	1
O=C(COC(=O)c1cccs1)NCc1ccco1	4	-4	-25	0.1	-6	-7	2	1	0
N#Cc1nc(Cc2cccc3ccccc23)oc1NCCN1CCCCC1	3	-8	5	2.0	3	-4	-5	-9	-2
CC1CC(c2ccccc2)n2nc(NC(=O)c3cccs3)nc2N1 (configuration not stated)	10	1	-3	-3.8	3	0	1	0	17
O=C(CSc1nccc2ccccc12)N1CCN(c2ccccn2)CC1	9	-9	-12	-0.1	-3	-1	1	1	13
CCN(CC(=O)Nc1ccc2c(c1)OCCO2)C(=O)c1cccc(S(=O)(=O)N2CCOCC2)c1	1	2	x	2.2	-14	-4	5	10	21
CCOC(=O)c1nnn(-c2nonc2-n2cccc2)c1C	-8	-47	x	-2.4	-1	-8	11	-1	6
COc1cccc(C2CC(=O)Nc3cc(OC)c(OC)c(OC)c32)c1OC (configuration not stated)	5	-18	-11	-0.2	-2	-3	8	-4	6
CC1(C)Cc2c(c(=S)nc(-c3ccccc3)n2CCOCCO)CO1	12	-3	10	-0.3	1	x	44	-3	5
CC(=O)N1CCN=C1SCc1ccccc1Cl	-1	-18	6	-5.1	-13	-1	1	0	-4
CSc1ccc(Cl)c(C(=O)NCc2ccco2)c1	8	-1	4	-4.0	-9	0	2	0	7
CCC(=O)n1nc(-c2cccnc2)nc1NCc1ccc(OC)cc1	11	5	-3	-2.0	-4	-4	-16	24	12
Clc1ccc(C=NC23CN4CN(CN(C4)C2)C3)cc1	11	0	13	-2.8	-7	0	-1	3	0
O=C(C1CCN(Cc2ccc(F)cc2)CC1)N(CCO)Cc1ccccc1	3	-2	9	-2.1	0	4	4	-1	-4

Marked active in Cathepsin G inh, of those listed so far:
mol | FXIa mix inh | C1s inh | CatL inh | 5HT1a ag | Cdc25B block | FXIIa inh mix | Cathepsin G inh | DUSP1 inh
COc1ccc(CNC(=O)c2cc(-c3ccc(OC)c(OC)c3)on2)cc1 | 10 | 22* | -4 | 0.5 | -5 | 0 | 32* | 10

Later entries.
SMILES	FXIa mix inh	C1s inh	CatL inh	5HT1a ag	Cdc25B block	Hsp90 block	FXIIa inh mix	Cathepsin G inh	DUSP1 inh
Cc1ccc(-c2c(C#N)c(N)nc3c2CCCCCC3)o1	3	-7	-4	-1.6	4	1	14	-3	8
O=C(NC1CC1)C1CCN(c2ccc(S(=O)(=O)N3CCOCC3)cc2Cl)CC1	12	16	-6	1.5	1	1	6	11	-11
COc1ccc(OCCn2c(NC(=O)c3ccco3)nc3ccccc32)cc1	7	-4	-10	-0.9	-9	-3	7	-2	-2
COc1ccc(NC(=O)CNCCC2=CCCCC2)cc1	8	-111	9	-4.4	-11	-8	9	-11	-12
Cc1ccc(S(=O)(=O)N2CCN(C(=O)c3cc(=O)[nH]c4ccccc34)CC2)c(C)c1	16	-2	-6	-1.3	-6	0	7	5	-2

Given as labelled records: two of the compounds above
> O=C(Nc1cccc(C(F)(F)F)c1)c1ccco1
  FXIa mix inh: 7
  C1s inh: -17
  CatL inh: 9
  5HT1a ag: -1.1
  Cdc25B block: -1
  Hsp90 block: 1
  FXIIa inh mix: -12
  Cathepsin G inh: 12
  DUSP1 inh: 3

> O=C(COC(=O)c1cccs1)NCc1ccco1
  FXIa mix inh: 4
  C1s inh: -4
  CatL inh: -25
  5HT1a ag: 0.1
  Cdc25B block: -6
  Hsp90 block: -7
  FXIIa inh mix: 2
  Cathepsin G inh: 1
  DUSP1 inh: 0

Screens deposited in PubChem BioAssay by several laboratories.
